Screening results from PubChem BioAssay.
Insulin prom up = insulin promoter activators in MIN6 cells, imaging, high-content screening, mouse beta cells; MIN6 insulin promoter-GFP reporter; active compounds read high; 0.3% of 190,000 active; z-score at 5 µM;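 active = z-score above 3 at 5 µM with at least 500 cells counted in the well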
M1AAP inhibition = P. falciparum M1AAP inhibitors, biochemical, fluorogenic H-Leu-NHMec substrate, 1536-well (AID 1445). Aminopeptidase N (Plasmodium falciparum (isolate 3D7)). recombinant M1AAP, H-Leu-NHMec fluorogenic kinetic assay; higher % means a stronger effect. inhibition, % at 30 µM; hits with a dose series show IC50 in µM. 0.42% of 220,000 active;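 active = primary inhibition above the hit cutoff, then over 50% inhibition at one or more dose response concentrations, cut at about 23% in these data, passing the limit was not always enough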;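 also: plate controls were DMSO full reaction for no effect and no enzyme background for full effect; strong numbers were not always called active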
MT stabilizer = microtubule stabilizers in HeLa cells, primary screen, imaging, high-content imaging; HeLa tubulin immunostaining HCS, 24 h; share of cells brighter than vehicle mean+2SD; AID 2205, 2009; % tubulin-high responders, % at 10 µM; 0.83% of 200,000 active;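 active = plate Z-score above 3 for both tubulin-high and condensed-nucleus cell shares, with cell loss under 80%, at 10 µM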;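 also: anti alpha tubulin signal scored within the nucleus-defined area of each cell; some results filed as inactive read as strong as hits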
Dynein transport = inhibitors of GR-EGFP nuclear translocation, primary screen, dynein cargo transport inhibitor project, imaging, high-content, 3617.4 mouse cells. z-score, hits read low. test concentration mostly 20 µM; stimulated with dexamethasone, 1 µM; active compounds read low. 0.47% of 220,000 active;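 active = plate z-score of nuclear minus cytoplasmic receptor signal below a set negative limit, without overly bright fluorescence or cell loss, cut at about -3.5 in these data, passing the limit was not always enough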;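 also: z-score of nuclear minus cytoplasmic ring GR-EGFP intensity difference per well; some compounds called inactive have numbers as strong as hits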
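Medium: Induction medium lacking tetracycline, stripped serum | Probe or stimulus: 1.0 µM final dexamethasone stimulus | Schedule: 48 h induction, then 1 h compound, then 30 min agonist, 37 °C | Signal: Automated 10x imaging of fixed Hoechst-stained cells | Evaluation: Per-cell GR-EGFP intensity, nucleus versus surrounding cytoplasmic ring, well-averaged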
Autophagy mod = autophagy modulators in MEF cells, primary screen, imaging, high-content, MEF GFP-LC3; MEF GFP-LC3 puncta imaging; test concentration mostly 10 µM; calls only at 10 µM (by protocol); 0.98% of 190,000 active;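 active = percentage of spot-positive cells more than 3 SD above its plate mean, without a fluorescence outlier flag or 80% toxicity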;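 also: spot-positive cell cutoff set from DMSO-treated cells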
CSM14.1 death rescue = rescue of cells from ER stress-induced death, primary screen, 384-well, CSM14.1, thapsigargin, ATP luminescence (AID 1222) | 190,000 tested, under 10 active | CSM14.1 thapsigargin-induced death rescue, ATP luminescence; higher % means a stronger effect | cellular ATP content (survival), % at 20 µM; hits with a dose series show EC50 in µM;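 active = EC50 below 50 µM in the dose-response confirmation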;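 also: death triggered by thapsigargin at about 15 µM added after 2 h compound pretreatment; cell ATP read after overnight thapsigargin exposure of roughly 18 to 22 hours; normalized against plate controls of thapsigargin alone and 5% DMSO vehicle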
bCat nuc transl = modulators of beta-catenin nuclear translocation, primary screen, imaging, HeLa cells, immunofluorescence, high-content; nuclear translocation activity, % at 5 µM; AID 1665, 2009; 0.3% of 190,000 active;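 active = nuclear translocation activity above 50% at 5 µM, with a well cell count of 50 or more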;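 also: per-cell ratio of nuclear to cytoplasmic median beta-catenin stain intensity; plate controls were DMSO negative control for no effect and GSK-3 inhibitor IX positive control for full effect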
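Assay system: human HeLa cells, native beta-catenin; doses: 5 µM primary, 0.02–20 µM confirmation; incubation: compound treatment 24 h, 37°C, 5% CO2; technique: fluorescence imaging of beta-catenin antibody stain plus DAPI; measure: % activation, nuclear-to-cytoplasmic median beta-catenin signal ratio per cell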
P. falciparum M17LAP = P. falciparum M17LAP inhibitors, primary screen, biochemical, fluorogenic H-Leu-NHMec substrate, 1536-well (AID 1619). Leucine aminopeptidase (Plasmodium falciparum (isolate 3D7)). recombinant M17LAP, H-Leu-NHMec fluorogenic kinetic assay; higher % means a stronger effect. inhibition, % at 30 µM, or IC50 in µM where a hit was titrated. 0.38% of 220,000 active;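 active = compound inhibiting the enzyme by more than half at any dose during confirmatory dose-response retesting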;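 also: plate controls were full reaction with DMSO carrier for no effect and no enzyme background for full effect; strong numbers were not always called active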
K1F lysis inhibition = inhibition of K1F phage lysis, E. coli UTI89, bacterial capsule biogenesis inhibitors, alamar blue (AID 488966). 0.02% of 340,000 active. E. coli UTI89 K1F phage lysis, alamar blue, 2 h; higher % means a stronger effect. inhibition, % at 100 µM; hits with a dose series show IC50 in µM;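 active = phage lysis inhibition, versus mean bacterial control, above a set limit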;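 also: capsule biogenesis inhibitors block K1F phage lysis so surviving cells raise fluorescence; higher fluorescence means more inhibition of phage lysis; actives were called in the ten point dose series up to 300 µM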
Dynein transport cytoplasmic EGFP = second read-out of Dynein transport, no call of its own (marks repeat the call); z-score; measured here: cytoplasmic GR-EGFP intensity; active compounds read high
Dynein transport nuclear GR-EGFP = further read-out of Dynein transport, marked with its call; z-score; measured here: nuclear GR-EGFP intensity;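 lower value marks the stronger effect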
Dynein transport cell count = also measured in Dynein transport; calls as there; z-score; measured here: cell count per field
Insulin prom up cell count = recorded beside Insulin prom up, whose call it bears; cell count; measured here: cytotoxicity, nuclei count;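 total cells summed across four imaged fields per well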
bCat nuc transl cell count 5 µM = second read-out of bCat nuc transl, no call of its own (marks repeat the call); cell count; measured here: cell count, cytotoxicity flag
MT stabilizer Hoechst-high % = further read-out of MT stabilizer, marked with its call; % Hoechst-high responders; measured here: nuclear condensation Hoechst responders;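 share of cells brighter than vehicle mean plus two SD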
MT stabilizer cytotoxicity % = also measured in MT stabilizer; calls as there; toxicity, %; measured here: cytotoxicity by cell density;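 0% = mean cell density of plate MIN control wells and 100% = no cells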
Autophagy mod cell loss 18 h = further read-out of Autophagy mod, marked with its call; toxicity, %; measured here: cell loss, nuclei count;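 cell loss after 18 h compound exposure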
* marks the source's active call; other numbers are inactive results; i = inactive; x = no result given; [ ] = dose if it differs, or a comment. Not a hit list, and some 2.9% of all compounds hit somewhere here.

The first 5 compounds as a preview:
molecule	Insulin prom up	Insulin prom up cell count	M1AAP inhibition	MT stabilizer	MT stabilizer Hoechst-high %	MT stabilizer cytotoxicity %	Dynein transport	Dynein transport cytoplasmic EGFP	Dynein transport nuclear GR-EGFP	Dynein transport cell count	Autophagy mod	Autophagy mod cell loss 18 h	CSM14.1 death rescue	bCat nuc transl	bCat nuc transl cell count 5 µM	P. falciparum M17LAP	K1F lysis inhibition
Cc1ccc(C)c2c(N)c3c(nc12)CCCCC3 (tested in a mixture with another compound)	-1.61	1309	11.6%	3.5	1.1	5.6	-0.334	0.159	0.08	0.392	i	17.3	5.6%	-1.6	1128	1.4%	0.1%
Cc1nn(Cc2ccc(Cl)cc2)c(C)c1NC(=O)c1cc(-c2ccc3c(c2)OCO3)on1	-2.35	1025	0.8%	4.3	2.0	10.7	-0.5	-0.299	0.0622	0.222	i	26.6	1.1%	0.1	988	-5.6%	-0.5%
CC(=O)Nc1cc(C)nn1-c1nc2ccccc2s1	0.63	1288	6.0%	1.4	1.0	1.1	-0.286	-0.225	-0.448	0.348	i	-21.7	-0.7%	-0.5	1092	9.3%	-0.2%
Cc1nc(SCC(=O)NNC(=O)c2cccs2)[nH]c(=O)c1C	1.28	1214	4.0%	2.2	2.6	10.2	-0.351	-0.2	-0.407	1.1	i	0.2	-0.9%	-2.1	1006	16.8%	-0.3%
COc1ccc(CNc2nc(S(=O)(=O)c3ccccc3)c(Cl)s2)cc1OC	-0.59	1515	13.2%	2.0	2.3	15.3	0.821	-0.273	0.591	0.0349	i	-1.1	-1.6%	1.5	1069	24.4%	1.3%[50 µM]

Main list (from the top)
molecule	Insulin prom up	Insulin prom up cell count	M1AAP inhibition	MT stabilizer	MT stabilizer Hoechst-high %	MT stabilizer cytotoxicity %	Dynein transport	Dynein transport cytoplasmic EGFP	Dynein transport nuclear GR-EGFP	Dynein transport cell count	Autophagy mod	Autophagy mod cell loss 18 h	CSM14.1 death rescue	bCat nuc transl	bCat nuc transl cell count 5 µM	P. falciparum M17LAP	K1F lysis inhibition
Cc1ccc(C)c2c(N)c3c(nc12)CCCCC3 (tested in a mixture with another compound)	-1.61	1309	11.6%	3.5	1.1	5.6	-0.334	0.159	0.08	0.392	i	17.3	5.6%	-1.6	1128	1.4%	0.1%
Cc1nn(Cc2ccc(Cl)cc2)c(C)c1NC(=O)c1cc(-c2ccc3c(c2)OCO3)on1	-2.35	1025	0.8%	4.3	2.0	10.7	-0.5	-0.299	0.0622	0.222	i	26.6	1.1%	0.1	988	-5.6%	-0.5%
CC(=O)Nc1cc(C)nn1-c1nc2ccccc2s1	0.63	1288	6.0%	1.4	1.0	1.1	-0.286	-0.225	-0.448	0.348	i	-21.7	-0.7%	-0.5	1092	9.3%	-0.2%
Cc1nc(SCC(=O)NNC(=O)c2cccs2)[nH]c(=O)c1C	1.28	1214	4.0%	2.2	2.6	10.2	-0.351	-0.2	-0.407	1.1	i	0.2	-0.9%	-2.1	1006	16.8%	-0.3%
COc1ccc(CNc2nc(S(=O)(=O)c3ccccc3)c(Cl)s2)cc1OC	-0.59	1515	13.2%	2.0	2.3	15.3	0.821	-0.273	0.591	0.0349	i	-1.1	-1.6%	1.5	1069	24.4%	1.3%[50 µM]
Cc1ccsc1/C=N/Nc1nc2ccccc2s1	0.32	1302	1.9%	2.4	1.6	5.5	0.511	-0.302	-0.0897	-0.428	i	0.0	-3.0%	-1.5	871	4.2%	0.2%[50 µM]
O=C(NCc1ccccc1)C(c1ccco1)N(C(=O)c1ccccn1)c1ccc(F)cc1 (stereo unspecified)	-0.09	1287	5.7%	1.9	1.3	11.3	1.11	-0.251	0.605	-0.394	i	1.9	x	1.1	1123	8.6%	-0.8%
Cc1ccc(/C=C/C(=O)O)cc1S(=O)(=O)N1CCc2ccccc2C1	0.13	1663	2.4%	7.2	1.5	8.6	-0.417	-0.327	0.332	0.426	i	5.9	-0.3%	-6.8	1088	2.6%	-0.5%
Cc1cc(NC(=O)c2c(F)cccc2Cl)n(-c2nc3ccccc3[nH]2)n1	1.09	935	-18.9%	2.1	0.6	11.0	-0.769	0.439	-0.11	0.167	i	-6.4	6.7%	-0.2	1146	-1.1%	0.1%
CCn1nc(C)c(CN2CCCC(CO)(Cc3cccc(Cl)c3)C2)c1C (stereo unspecified)	-0.14	1558	3.9%	1.8	1.2	5.2	0.728	-0.338	0.18	0.567	i	-1.3	1.1%	-0.5	1018	0.6%	0.2%
Cc1nc(NCc2ccccc2)[nH]c(=O)c1CCC(C)C	2.61	1025	-1.5%	3.9	1.3	2.8	0.447	-0.198	0.683	-1.17	i	33.9	x	3.3	912	-10.2%	5.5%
CSC1=NC(C(Cl)(Cl)Cl)N=C(c2ccccc2)N1 (stereo unspecified)	0.29	1214	4.9%	14.6*	16.3*	67.8*	2.42	-0.248	1.49	-2.33	i	-1.6	x	75.0*	472*	-1.7%	0.3%
C/C(=N\Nc1ccc([N+](=O)[O-])cc1)c1ccc(-n2nncc2C)cc1	x	x	-2.9%	2.9	2.5	4.4	-0.465	-0.319	-0.481	0.601	i	-27.1	12.0%	-1.8	1001	14.3%	-0.8%
CC[C@H](C)NC(=O)CCCCCn1c(=S)[nH]c2c([nH]c3ccc(OC)cc32)c1=O	-0.72	1201	-0.1%	3.0	1.8	6.8	-0.628	-0.343	-0.57	0.842	i	5.9	1.7%	2.6	1085	-4.4%	0.1%
CCOC(=O)c1sc2nc(N3CCOCC3)c3c(c2c1N)CCN(Cc1ccccc1)C3	-1.64	967	10.9%	4.6	1.9	4.0	0.0826	-0.176	-0.844	0.152	i	-4.5	-1.0%	-3.3	1348	8.6%	5.5%
Cc1sc2nc(C3CC3)nc(SCC(=O)N3c4ccccc4CC3C)c2c1C (stereo unspecified)	-0.79	644	10.8%	2.8	0.6	24.4	0.709	-0.102	1.1	-0.652	i	-3.1	2.2%	-4.0	938	1.6%	-0.1%
O=C(NCc1cccnc1)c1ccc(COc2ccccc2Br)o1	-0.52	1774	7.0%	5.7	1.1	5.9	1.55	-0.0662	1.3	-0.0971	i	6.5	-3.0%	-0.9	1148	15.1%	0.1%
CCCn1c(N2CCN(CC(=O)c3c(C)n(C)c4ccccc34)CC2)nc2c1c(=O)[nH]c(=O)n2C	-0.35	910	4.2%	2.5	1.6	7.7	3.62	-0.125	1.69	-1.56	i	2.9	0.9%	-5.1	1123	2.0%	-0.1%
CCOC(=O)C1CCN(S(=O)(=O)c2ccc(Br)c(OCC)c2)CC1	-0.03	1295	-2.4%	2.7	0.5	25.2	-0.755	-0.177	-0.491	0.333	i	-1.8	1.6%	x	x	7.5%	0.2%
CN(C)S(=O)(=O)c1cccc(C(=O)OCC(=O)Nc2ccccc2OC(F)F)c1	-0.39	980	-0.7%	1.7	1.3	6.0	-0.511	-0.218	-0.362	0.788	i	-1.6	-0.6%	0.1	1140	6.7%	3.1%

Other results follow.
molecule	Insulin prom up	Insulin prom up cell count	M1AAP inhibition	MT stabilizer	MT stabilizer Hoechst-high %	MT stabilizer cytotoxicity %	Dynein transport	Dynein transport cytoplasmic EGFP	Dynein transport nuclear GR-EGFP	Dynein transport cell count	Autophagy mod	Autophagy mod cell loss 18 h	CSM14.1 death rescue	bCat nuc transl	bCat nuc transl cell count 5 µM	P. falciparum M17LAP	K1F lysis inhibition
Cc1cccc(C)c1-n1nnnc1C(C)(C)N1CCN(N=O)CC1	0.11	1604	-1.0%	x	x	x	0.903	-0.25	0.202	-0.427	x	x	x	-0.7	1315	-2.4%	1.6%
Cc1ccc(NC(=O)N2CCN(S(=O)(=O)c3ccccc3)CC2)cc1	0.31	1490	-1.9%	4.8	2.0	29.1	0.464	-0.219	0.506	0.268	i	-1.4	2.4%	-0.1	1511	-3.5%	-1.8%
CCCCC(=O)Nc1ncc([N+](=O)[O-])s1	-0.42	1501	5.5%	4.1	1.4	2.6	-0.954	-0.256	-0.478	1.08	i	-33.6	-0.1%	11.6	810	4.9%	0.3%
CCCCn1nnnc1SCC(=O)c1ccccc1F	0.12	1542	4.5%	2.2	1.8	3.9	-0.0787	-0.284	-0.119	0.516	i	0.9	-0.8%	2.7	928	-17.6%	0.1%
COc1ccccc1NC(=O)c1c([N+](=O)[O-])c(C(C)(C)C)nn1C	-0.53	1078	4.5%	x	x	x	-0.683	-0.0685	-0.236	0.335	x	x	x	0.7	1317	11.3%	-1.0%
Cc1ccc(SCC(=O)Nc2ccc(S(N)(=O)=O)cc2)cc1	0.92	1312	-1.4%	4.6	2.2	6.6	0.351	0.15	-0.346	-0.0588	i	-6.6	1.0%	-0.9	1087	-3.1%	0.2%
